Yfh1-depleted yeast = enhancers of respiration in Yfh1-depleted yeast, dose response, Friedreich's ataxia, plus single-dose screen (AID 1465) | S. cerevisiae Yfh1-off respiration, WST-1 reduction, 72 h; higher fold induction means a stronger effect | one-dose fold induction at 50 µM; EC50 in µM for titrated hits | hit rate 0.074% among 220,000;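 active means fold induction of absorbance versus untreated yeast above a set limit, then at least 30% activation at any dose in follow-up; inconclusive means repeats straddling the limit, or above it without dose testing; inactive means fold induction below the set limit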;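 further: activators that raise dye reduction in frataxin-depleted yeast; strong numbers were not always called active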
MT stabilize HCS = microtubule stabilizers in HeLa cells, primary screen, imaging, high-content imaging; HeLa tubulin immunostaining HCS, 24 h; share of cells brighter than vehicle mean+2SD; % tubulin-high responders, % at 10 µM; hit rate 0.83% among 200,000; AID 2205, 2009;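 active means plate Z-score above 3 for both tubulin-high and condensed-nucleus cell shares, with cell loss under 80%, at 10 µM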;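 further: anti alpha tubulin signal scored within the nucleus-defined area of each cell; some results filed as inactive read as strong as hits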
T cell HTS = modulators of CD8 T cell-vesicle binding, primary screen, mouse 2C CD8+ T cells, flow cytometry; 2C CD8+ T cell-vesicle binding; hits give low values; calls only at 7 µM; hit rate 0.068% among 330,000;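 active means response, share of CD8 T cells binding vesicles, and their 90th percentile fluorescence all below set limits, cut at about 80% in these data, passing the limit was not always enough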
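incubation = binding step 1.5 h, 37 °C, antibody labelling 20 min, ice | test system = 2C mouse CD8+ T cells | read-out basis = percent CD8+ FL2 mean versus row control | controls = Peptide-free naked vesicles (low) and QL9 vesicles with 0.7% DMSO vehicle (high) | detection = flow cytometry of vesicle-bound cells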
M17LAP inhibition = P. falciparum M17LAP inhibitors, primary screen, biochemical, fluorogenic H-Leu-NHMec substrate, 1536-well (AID 1619); inhibition, % at 30 µM, or IC50 in µM where a hit was titrated; hit rate 0.38% among 220,000; recombinant M17LAP, H-Leu-NHMec fluorogenic kinetic assay; higher % means a stronger effect;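 active means compound inhibiting the enzyme by more than half at any dose during confirmatory dose-response retesting; inconclusive means strong single-dose inhibitors picked by rank but not retested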;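 further: plate controls were full reaction with DMSO carrier for no effect and no enzyme background for full effect; strong numbers were not always called active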
WT yeast gro inh = growth inhibition of WT strain, primary screen, mitochondrial fusion inhibitor project, WT and mutant strains, chemical genetic. mitochondrial fusion phenotypic screen. inhibition, % at 10 µM. hit rate 2.1% among 190,000. AID 1362, 2008; in the data active means inhibition above about 58%; tested in S. cerevisiae
M1AAP inhibition = P. falciparum M1AAP inhibitors, biochemical, fluorogenic H-Leu-NHMec substrate, 1536-well (AID 1445). hit rate 0.42% among 220,000. one-dose inhibition, % at 30 µM; IC50 in µM for titrated hits. Aminopeptidase N (Plasmodium falciparum (isolate 3D7)). recombinant M1AAP, H-Leu-NHMec fluorogenic kinetic assay; higher % means a stronger effect;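 active means primary inhibition above the hit cutoff, then over 50% inhibition at one or more dose response concentrations, cut at about 23% in these data, passing the limit was not always enough; inconclusive means conflicting primary data, or primary hits not chosen for dose response; inactive means low primary inhibition, or under 50% at every dose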;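 further: plate controls were DMSO full reaction for no effect and no enzyme background for full effect; strong numbers were not always called active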
Dynein transport = inhibitors of GR-EGFP nuclear translocation, primary screen, dynein cargo transport inhibitor project, imaging, high-content, 3617.4 mouse cells. test concentration mostly 20 µM; stimulated with dexamethasone, 1 µM; hits give low values. z-score, hits read low. hit rate 0.47% among 220,000. AID 1381, 2008;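 active means plate z-score of nuclear minus cytoplasmic receptor signal below a set negative limit, without overly bright fluorescence or cell loss, cut at about -3.5 in these data, passing the limit was not always enough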;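 further: z-score of nuclear minus cytoplasmic ring GR-EGFP intensity difference per well; some compounds called inactive have numbers as strong as hits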
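Also added – dexamethasone, 1.0 µM final · Buffer or medium – tet-free, stripped-serum medium · Schedule – induction 48 h, compound 1 h, agonist 30 min · Detection – formaldehyde fixation, Hoechst nuclear stain, 10x automated fluorescence imaging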
bCat nuc transl = modulators of beta-catenin nuclear translocation, primary screen, imaging, HeLa cells, immunofluorescence, high-content | AID 1665, 2009 | nuclear translocation activity, % at 5 µM | hit rate 0.3% among 190,000;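 active means nuclear translocation activity above 50% at 5 µM, with a well cell count of 50 or more; inconclusive means wells under 50 cells across six images, flagged as toxic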;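 further: per-cell ratio of nuclear to cytoplasmic median beta-catenin stain intensity; plate controls were DMSO negative control for no effect and GSK-3 inhibitor IX positive control for full effect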
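Assay system: human HeLa cells, native beta-catenin; doses: 5 µM primary, 0.02–20 µM confirmation; incubation: compound treatment 24 h, 37°C, 5% CO2; technique: fluorescence imaging of beta-catenin antibody stain plus DAPI; measure: % activation, nuclear-to-cytoplasmic median beta-catenin signal ratio per cell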
Autophagy mod = autophagy modulators in MEF cells, primary screen, imaging, high-content, MEF GFP-LC3. calls only at 10 µM (by protocol). hit rate 0.98% among 190,000. MEF GFP-LC3 puncta imaging; test concentration mostly 10 µM. AID 463193, 2010;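 active means percentage of spot-positive cells more than 3 SD above its plate mean, without a fluorescence outlier flag or 80% toxicity; inconclusive means no clear call, values can overlap the other calls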;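 further: spot-positive cell cutoff set from DMSO-treated cells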
WT yeast gro inh mutant strain = recorded beside WT yeast gro inh, whose call it bears; inhibition, %; mitochondrial fusion phenotypic screen, mutant strain inhibition
Dynein transport cytoplasmic EGFP = further read-out of Dynein transport, marked with its call; z-score; measured here: cytoplasmic GR-EGFP intensity; hits give high values
Dynein transport nuclear GR-EGFP = further read-out of Dynein transport, marked with its call; z-score; measured here: nuclear GR-EGFP intensity;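 lower value marks the stronger effect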
Dynein transport cell count = also measured in Dynein transport; calls as there; z-score; measured here: cell count per field
bCat nuc transl cell count 5 µM = also measured in bCat nuc transl; calls as there; cell count; measured here: cell count, cytotoxicity flag
T cell HTS vesicle-bound % = recorded beside T cell HTS, whose call it bears; double positive events, %; measured here: CD8+ vesicle-bound cell fraction;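 binding gate set so that unloaded-vesicle control wells show 10% double positive cells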
MT stabilize HCS Hoechst-high % = recorded beside MT stabilize HCS, whose call it bears; % Hoechst-high responders; measured here: nuclear condensation Hoechst responders;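 share of cells brighter than vehicle mean plus two SD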
MT stabilize HCS cytotoxicity % = recorded beside MT stabilize HCS, whose call it bears; toxicity, %; measured here: cytotoxicity by cell density;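 0% = mean cell density of plate MIN control wells and 100% = no cells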
Autophagy mod cell loss 18 h = second read-out of Autophagy mod, no call of its own (marks repeat the call); toxicity, %; measured here: cell loss, nuclei count;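 cell loss after 18 h compound exposure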
An asterisk follows results filed as active; i = inactive; ? = inconclusive; / = not tested or not shown; + = active, no number. Compounds were not picked by outcome. About 4.4% of those tested had a hit in this group.

SMILES	Yfh1-depleted yeast	MT stabilize HCS	MT stabilize HCS Hoechst-high %	MT stabilize HCS cytotoxicity %	T cell HTS	T cell HTS vesicle-bound %	M17LAP inhibition	WT yeast gro inh	WT yeast gro inh mutant strain	M1AAP inhibition	Dynein transport	Dynein transport cytoplasmic EGFP	Dynein transport nuclear GR-EGFP	Dynein transport cell count	bCat nuc transl	bCat nuc transl cell count 5 µM	Autophagy mod	Autophagy mod cell loss 18 h
N#CCCn1c(-c2nonc2NC(=O)c2ccccc2Cl)nc2ccccc21	i	5.6	1.9	7.4	i	36.6	-7.2%	-14.2	-6.8	0.6%	-0.667	-0.421	-0.0534	0.625	-1.7	902	i	22.0
C=CCN1/C(=C(\C#N)C2=NS(=O)(=O)c3ccccc32)N(C)c2ccccc21	i	2.4	0.9	13.9	i	8.3	22.0%	-1.4	0.3	15.6%	-0.246	-0.209	0.0766	0.111	-2.6	988	i	-19.8
CCN1CCN(C(=S)Nc2cccc(C(F)(F)F)c2)CC1	i	1.8	3.3	4.9	i	33.4	-1.1%	-7.2	-9.7	12.3%	-0.761	0.878	-0.54	0.474	0.5	943	i	2.9
Cn1cc(CCC(=O)N2CCCC(CCC(=O)NCc3ccccc3F)C2)cn1 (stereo unspecified)	i	0.9	1.5	6.0	i	49.6	3.7%	-0.9	8.5	-0.7%	0.667	0.0679	0.534	-2.02	1.4	1545	i	-7.0
Cc1ccc(NC(NC(=O)c2ccccn2)C(Cl)(Cl)Cl)cc1 (stereo unspecified)	i	1.8	1.4	4.2	i	65.6	4.0%	9.4	5.1	7.8%	0.634	-0.161	0.0113	-0.862	/	/	i	-0.5
CCCC(C(=O)NCc1ccc(OC)cc1)N(Cc1ccco1)C(=O)c1snc(C(N)=O)c1N (stereo unspecified)	i	1.8	2.5	11.7	i	35.0	17.1%	27.4	-9.3	10.4%	-0.0535	-0.202	0.245	0.0246	-0.8	1160	i	-1.8
COc1ccc(CNC(=O)Nc2cc(C)cc(C)c2)cc1	i	/	/	/	i	38.2	-16.7%	/	/	0.8%	-0.063	-0.226	0.0693	0.425	-1.7	1299	/	/
Fc1ccc(C2=CC(c3ccco3)n3ncnc3N2)cc1 (stereo unspecified)	i	2.4	2.6	6.9	i	27.8	-18.0%	8.6	-6.4	7.4%	-0.234	-0.321	-0.508	0.643	-0.8	953	i	2.6
O=C(CN1CCCCC1)Nc1c2c(nc3ccccc13)N(c1ccccc1)CC2	i	2.9	2.8	8.6	i	48.8	-2.0%	-12.3	3.8	2.5%	0.365	-0.357	0.481	1.22	0.0	1103	i	-0.5
CC(C)C(=O)Nc1ncc(Cc2ccc(Cl)cc2)s1	i	2.4	0.9	1.7	i	42.3	10.7%	15.0	4.7	1.2%	0.0263	-0.256	0.037	0.109	-0.6	1574	i	4.4
CCOc1c(OC)cccc1C1CC(=O)Nc2cc(OC)c(OC)cc21 (stereo unspecified)	i	9.2	1.2	5.1	i	0.0	2.5%	4.3	2.7	5.4%	2.85	0.158	2.16	-1.63	-0.5	1160	/	/
O=C(COc1ccc(-c2ccccc2)cc1)N1CCCC1	i	1.0	2.0	5.2	i	61.4	19.6%	-1.8	1.3	5.5%	0.0715	-0.296	0.12	-0.237	-1.1	1580	i	5.4
CCc1ccc(NC(=O)C2CCN(S(C)(=O)=O)CC2)cc1	i	2.6	1.7	4.6	i	31.9	5.2%	-13.5	-12.0	2.4%	-0.449	-0.227	-0.0119	-0.708	0.8	1023	i	-2.7
CNC(=O)c1ccc(=O)n(Cc2cccc(C(F)(F)F)c2)c1	i	3.1	2.8	9.6	i	58.6	4.7%	-1.9	5.9	-0.2%	-0.111	0.0806	0.274	0.525	-2.0	1018	i	-2.6
Cc1ccc(-c2nnc(Nc3ccc4c(c3)nc(C)n4C)c3ccccc23)cc1	i	1.5	1.3	12.7	i	12.7	-0.3%	8.9	5.2	?	-0.848	-0.197	-0.446	0.63	-3.8	1421	i	19.4
CC(Oc1ccc(Cl)cc1Cl)C(=O)NC1CCSC1=O (stereo unspecified)	i	2.1	0.2	16.5	i	28.0	9.5%	-5.6	-35.9	-2.0%	-1.02	-0.284	-0.535	0.0836	/	/	i	-4.3
COc1cccc(OCCn2cc(/C=N/NC(=O)c3ccncc3)c3ccccc32)c1	i	2.2	1.7	1.1	i	57.3	9.0%	5.7	1.3	6.6%	0.23	-0.258	0.111	0.602	1.0	965	+	21.2*
CCOC(=O)c1sc(N)c(C(N)=O)c1C	i	5.0	3.0	10.1	i	11.7	-0.3%	4.8	-14.7	-8.4%	1.02	-0.158	0.551	-0.211	-4.0	1023	i	-11.8
O=C(CCCCCn1c(=S)[nH]c2ccc(N3CCOCC3)cc2c1=O)NCc1ccc(Cl)cc1	i	3.1	4.6	1.0	i	30.9	2.2%	8.0	21.2	1.3%	0.00228	-0.216	0.0352	0.272	-4.3	1133	i	5.4
Cc1cccc2c(CC(=O)O)noc12	i	3.7	4.3	6.0	i	50.7	-12.2%	0.9	-12.5	1.3%	2.49	0.667	0.859	-1.4	0.7	946	i	1.1
COc1cccc(-c2nnc(SCC(=O)N3CCOCC3)o2)c1	i	3.2	1.4	1.2	i	56.7	-1.7%	-1.7	-1.4	-8.5%	-0.516	-0.252	-0.253	0.0254	0.4	1121	i	-9.5
COCc1cc(=O)[nH]c2cc(NC(=O)C(F)(F)F)c(C)cc12	i	2.9	2.4	8.6	i	18.1	0.8%	24.3	-1.2	-7.7%	0.463	-0.124	0.98	0.489	-0.4	1329	i	9.7
CC(/C=C/c1ccco1)=N\NC(=O)COc1ccc(C)c(C)c1	i	1.3	0.9	4.8	i	25.4	/	7.9	-9.7	/	-0.663	-0.0421	-0.155	-0.563	0.2	863	i	13.5
CC(CC(=O)O)CC(=O)NNC(=O)c1cccc(Br)c1 (stereo unspecified)	i	2.8	3.4	1.3	i	31.8	5.1%	-7.5	6.0	5.9%	-0.19	-0.136	0.111	0.167	-0.4	1184	i	-28.7
Cc1ccc(OCCSc2nnc(C)c(=O)n2N)cc1	i	1.9	2.4	3.2	i	20.4	2.8%	-10.3	-1.9	-1.3%	-0.00621	-0.29	0.121	-0.0436	-0.7	1107	i	-7.8
O=C(c1cc(-c2ccco2)on1)N1CCc2ccccc2C1	i	2.7	2.8	6.7	i	39.3	16.1%	-25.1	7.2	5.0%	-1.44	-0.498	-0.668	1.4	-0.2	720	i	4.3
O=S(=O)(c1cc(Cl)ccc1Cl)N1CCCC1	i	1.1	1.6	8.3	i	9.7	12.4%	8.7	5.5	17.1%	-0.367	-0.151	0.00785	0.508	/	/	i	-5.0
Cc1cc(OCC(=O)Nc2cnn(CCCC(=O)O)c2)ccc1[N+](=O)[O-]	i	2.3	1.6	5.3	i	26.0	-2.8%	-9.8	4.5	1.7%	0.283	-0.281	0.382	-0.229	-0.5	1083	i	-14.4
O=S(=O)(NCCSc1nnnn1-c1ccccc1)c1cccs1	i	3.6	2.7	9.2	i	48.7	-8.9%	-10.8	-2.4	0.1%	0.338	-0.242	0.926	-0.484	0.1	1011	i	0.6
CC(=O)c1c(O)c2ccccc2n(C)c1=O	i	1.8	1.2	4.9	i	30.0	1.6%	7.6	-4.5	0.2%	1.91	-0.153	1.12	-1.08	-1.6	1046	i	-21.6
Cc1ccc(/C=N/NC(=S)Nc2cccc(S(=O)(=O)N(C)C)c2)o1	i	/	/	/	i	59.8	7.9%	/	/	-2.4%	-0.327	-0.271	-0.0555	0.497	2.8	1211	/	/
CN(C)S(=O)(=O)c1cccc(NC(=O)c2cc3c(cc2Cl)N2CCCCCC2=NS3(=O)=O)c1	i	4.3	0.9	5.9	i	60.6	-6.9%	0.5	0.0	-6.2%	1.08	-0.212	0.685	-0.911	-0.5	1146	i	-25.3
COc1cc(/C=N/NC(=O)Nc2cccc3nsnc23)cc(OC)c1OC	/	1.7	1.8	4.2	/	/	-1.2%	2.1	4.5	1.8%	2.2	0.0742	0.664	-1.21	-0.8	1126	i	-24.0

Compound activity: PubChem BioAssay, several laboratories
